Screening results: PubChem BioAssay, Southern Research Specialized Biocontainment Screening Center
H37Rv inhibition = M. tuberculosis growth inhibition, HTS (AID 449762) | M. tuberculosis H37Rv growth inhibition, 7H9 media; higher % means a stronger effect | one-dose inhibition, % at 25 µM; IC50 in µM for titrated hits | 330,000 compounds, 0.59% hits; in the data active means a potency from the dose series; inconclusive means inhibition above about 70% without an active follow-up result;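 further: bacterial growth assessed after seven days of incubation; strong numbers were not always called active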
VEEV TC-83 Vero = inhibitors of VEEV TC-83 cytopathic effect, confirmation, Vero cells (AID 588727). one-dose inhibition, % at 20 µM; IC50 in µM for titrated hits. Vero cells, VEEV TC-83 cytopathic effect inhibition; higher % means a stronger effect. 350,000 compounds, 0.13% hits; in the data active means a potency from the dose series; inconclusive means inhibition mostly from about 14% at the one dose, without a potency; inactive means the rest, 99 in 100 with inhibition below about 12%; further: strong numbers were not always called active
PhoP GFP inhibition = PhoP regulon inhibitors, Salmonella typhi PhoP promoter GFP reporter, confirmatory (AID 1850). Salmonella Typhi PhoP-promoter GFP reporter, fluorescence, 4 h; higher % means a stronger effect. one-dose inhibition, % at 50 µM; IC50 in µM for titrated hits. 310,000 compounds, 0.33% hits; in the data active means a potency from the dose series; inconclusive means inhibition mostly from about 25% at the one dose, without a potency; inactive means the rest, 99 in 100 with inhibition below about 19%;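 further: 0% = induced wells with vehicle and 100% = uninduced wells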
M. tuberculosis = growth inhibition of non-replicating M. tuberculosis (AID 488890); Mycobacterium tuberculosis non-replicating, growth inhibition; higher % means a stronger effect; inhibition, % at 25 µM; hits with a dose series show IC50 in µM; 320,000 compounds, 0.39% hits; in the data active means a potency from the dose series; inconclusive means inhibition mostly from about 82% at the one dose, without a potency; inactive means the rest, 99 in 100 with inhibition below about 76%;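 further: plate controls were DMSO cells for no effect and high antibiotic wells for full effect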
H1N1 NS1A inhibition = NS1A inhibition, H1N1 influenza, cell based functional assay (AID 504329) | NS1A functional cell-based assay, percent inhibition; higher % means a stronger effect | inhibition, % at 12.5 µM; hits with a dose series show IC50 in µM | 340,000 compounds, 0.3% hits; in the data active means a potency from the dose series; inconclusive means inhibition above about 27% without an active follow-up result; further: strong numbers were not always called active
VEEV TC-83 Vero 10K pilot screen = further read-out of VEEV TC-83 Vero, marked with its call; inhibition, %; measured here: 10K pilot screen inhibition
* = called active by the depositor. Outcome played no part in choosing rows, and some 1.6% of all compounds hit somewhere here.

`N#CC1=C2SCN(c3ccccc3)CN2C(=O)CC1c1c(Cl)cccc1Cl` (stereo unspecified) gave H37Rv inhibition -6%, VEEV TC-83 Vero 3.5%, PhoP GFP inhibition -2%, M. tuberculosis 36% and H1N1 NS1A inhibition 0%.
Cc1ccc(OCC(=O)Nc2nnc(C3CCCO3)s2)c(Br)c1 (stereo unspecified) was read as H37Rv inhibition -7%, VEEV TC-83 Vero 0.9%, PhoP GFP inhibition 1%, M. tuberculosis 8% and H1N1 NS1A inhibition 0%.
For CC(C)(C)C(=O)Nc1cccc(C(=O)Nc2cc(C(=O)O)cc(C(=O)O)c2)c1 the results were H37Rv inhibition -3%, VEEV TC-83 Vero 0.7%, PhoP GFP inhibition 2%, M. tuberculosis -4% and H1N1 NS1A inhibition -4%.
Screening CCCC(c1nnnn1CCOC)N1CCN(c2cccc(OC)c2)CC1 (stereo unspecified) returned VEEV TC-83 Vero 1.7% and H1N1 NS1A inhibition -2%.
Screening Cc1cccc(-n2nnnc2SCC(=O)Nc2cccc(S(N)(=O)=O)c2)c1 returned H37Rv inhibition -14%, VEEV TC-83 Vero 1.5%, PhoP GFP inhibition -9%, M. tuberculosis -16% and H1N1 NS1A inhibition -13%.
CCOc1cc(CNCc2cccs2)cc(Br)c1OCC was read as H37Rv inhibition 58%, VEEV TC-83 Vero inactive, PhoP GFP inhibition -8%, M. tuberculosis 1% and H1N1 NS1A inhibition -9%.
`O=C(Nc1cccc(-c2nnc(-c3ccccc3)o2)c1)c1ccc(Br)o1` gave H37Rv inhibition inconclusive, VEEV TC-83 Vero 8.2%, PhoP GFP inhibition 11%, M. tuberculosis -14% and H1N1 NS1A inhibition -11%.
Screening CCOc1ccc(C(=O)C2CCN(CC(=O)Nc3ccccc3N3CCOCC3)CC2)cc1 returned H37Rv inhibition inconclusive, VEEV TC-83 Vero inactive, PhoP GFP inhibition 6%, M. tuberculosis 21% and H1N1 NS1A inhibition 4%.
`CC1(C)CC(=O)C2=C(C1)N(c1ccccc1)C(=O)CC2c1ccsc1` (stereo unspecified) gave H37Rv inhibition -11%, VEEV TC-83 Vero 0.1%, PhoP GFP inhibition 20% and H1N1 NS1A inhibition -2%.
For Cn1c(=O)c2ncn(CC(=O)NCCC3=CCCCC3)c2n(C)c1=O the results were H37Rv inhibition -7%, VEEV TC-83 Vero 1.2%, PhoP GFP inhibition -4%, M. tuberculosis -5% and H1N1 NS1A inhibition -4%.
`Cc1cc(Cl)ccc1NC(=O)COC(=O)c1c(C)noc1C` gave H37Rv inhibition 0%, VEEV TC-83 Vero inactive, M. tuberculosis -3% and H1N1 NS1A inhibition -3%.
CN1CCN(S(=O)(=O)c2cccc(C(=O)N3CCN(c4ccccc4)CC3)c2)CC1 was read as H37Rv inhibition -5%, VEEV TC-83 Vero 2.1%, M. tuberculosis 4% and H1N1 NS1A inhibition -5%.
`CCOC(=O)c1ccc(NC(=S)N2CCC(C(N)=O)CC2)cc1` gave H37Rv inhibition 0%, VEEV TC-83 Vero 0.6%, PhoP GFP inhibition -7%, M. tuberculosis 16% and H1N1 NS1A inhibition -6%.
`CCN1CCN(C(=O)CCc2nnc(CCc3ccc(OC)cc3)o2)[C@@H](C)C1=O` gave H37Rv inhibition -2%, VEEV TC-83 Vero 1.5%, PhoP GFP inhibition 3%, M. tuberculosis 0% and H1N1 NS1A inhibition -3%.
Screening O=C(NCc1ccccc1Cl)c1cnccn1 returned H37Rv inhibition 1%, VEEV TC-83 Vero 0.7%, PhoP GFP inhibition 1%, M. tuberculosis 65% and H1N1 NS1A inhibition -4%.
COC(=O)c1cn(NC(=O)Cc2c(F)cccc2Cl)c(=O)c2ccccc12 was read as H37Rv inhibition 2%, VEEV TC-83 Vero 0.2%, PhoP GFP inhibition -11%, M. tuberculosis -7% and H1N1 NS1A inhibition 2%.
O=C(NC(=S)Nc1ccc2[nH]c(=O)[nH]c2c1)c1cccc(F)c1 was read as H37Rv inhibition 11%, VEEV TC-83 Vero 1.7%, PhoP GFP inhibition -1%, M. tuberculosis -20% and H1N1 NS1A inhibition -5%.
Screening Cc1ccc(S(=O)(=O)N2CCN(C(=O)Cn3cnc4c3c(=O)n(C)c(=O)n4C)CC2)cc1C returned H37Rv inhibition -6%, VEEV TC-83 Vero 2.9%, M. tuberculosis 17% and H1N1 NS1A inhibition -10%.
For COc1cccc(C(=O)Nc2ccc(N3CCCC3)cc2)c1 the results were H37Rv inhibition 0%, VEEV TC-83 Vero 6.4%, PhoP GFP inhibition 0%, M. tuberculosis 30% and H1N1 NS1A inhibition 15%.
`O=C(CSCc1cccc(CSCC(=O)Nc2ccccc2)n1)Nc1ccccc1` gave H37Rv inhibition 1%, VEEV TC-83 Vero 2.1%, PhoP GFP inhibition 6%, M. tuberculosis 3% and H1N1 NS1A inhibition 0%.
O=C(c1ccccc1)N1CCN(S(=O)(=O)N2CCCCCC2)CC1 was read as H37Rv inhibition 8%, VEEV TC-83 Vero inactive, PhoP GFP inhibition -14%, M. tuberculosis -2% and H1N1 NS1A inhibition 0%.
For CCCc1cc(=O)[nH]c(SCc2nc3ccccc3o2)n1 the results were H37Rv inhibition 6%, VEEV TC-83 Vero 0.6%, PhoP GFP inhibition 8%, M. tuberculosis 3% and H1N1 NS1A inhibition 10%.
`Cn1c(C(=O)NCC2CCCO2)cc2c(=O)n3ccccc3nc21` (stereo unspecified) gave H37Rv inhibition 4%, VEEV TC-83 Vero 8.5%, PhoP GFP inhibition 2%, M. tuberculosis -23% and H1N1 NS1A inhibition 0%.
For NNC(=O)c1cccc(COc2ccc3c(c2)CCC3)c1 the results were H37Rv inhibition -8%, VEEV TC-83 Vero 3.8%, PhoP GFP inhibition -1%, M. tuberculosis -10% and H1N1 NS1A inhibition 0%.
COc1cccc(C(=O)CC(=O)C(=O)Nc2ccc(C)cc2Cl)c1 was read as H37Rv inhibition 1%, VEEV TC-83 Vero inconclusive, PhoP GFP inhibition 3%, M. tuberculosis inconclusive and H1N1 NS1A inhibition -12%.
O=C(O)CC/C(=C\c1cccc(NC(=O)c2ccccc2Cl)c1)c1nc2ccccc2s1 was read as H37Rv inhibition 1%, VEEV TC-83 Vero 5.7%, PhoP GFP inhibition -14%, M. tuberculosis 14% and H1N1 NS1A inhibition -6%.
Cc1ccc(C)c(S(=O)(=O)Nc2ccc(O)c3ccccc23)c1 was read as H37Rv inhibition 10%, VEEV TC-83 Vero 2.9%, PhoP GFP inhibition 4%, M. tuberculosis inconclusive and H1N1 NS1A inhibition -1%.
COC(=O)C1=C(C)N(Cc2ccco2)C(=O)/C1=C\c1ccc(N(C)C)cc1 was read as H37Rv inhibition 7%, VEEV TC-83 Vero 1.0%, PhoP GFP inhibition -7%, M. tuberculosis 4% and H1N1 NS1A inhibition 7%.
For O=C(O)Cc1ccc2ocnc2c1 the results were H37Rv inhibition -5%, VEEV TC-83 Vero 4.0%, PhoP GFP inhibition 6%, M. tuberculosis -21% and H1N1 NS1A inhibition 3%.
For CC1=C(C(=O)Nc2ccccc2)C(c2cccc([N+](=O)[O-])c2)Nc2nc3ccccc3n21 (stereo unspecified) the results were H37Rv inhibition 52%, VEEV TC-83 Vero inactive, PhoP GFP inhibition 8%, M. tuberculosis 16% and H1N1 NS1A inhibition 0%.

Next part; the last 6 above are carried over.
COc1cccc(C(=O)CC(=O)C(=O)Nc2ccc(C)cc2Cl)c1 was read as H37Rv inhibition 1%, VEEV TC-83 Vero inconclusive, PhoP GFP inhibition 3%, M. tuberculosis inconclusive and H1N1 NS1A inhibition -12%.
O=C(O)CC/C(=C\c1cccc(NC(=O)c2ccccc2Cl)c1)c1nc2ccccc2s1 was read as H37Rv inhibition 1%, VEEV TC-83 Vero 5.7%, PhoP GFP inhibition -14%, M. tuberculosis 14% and H1N1 NS1A inhibition -6%.
Cc1ccc(C)c(S(=O)(=O)Nc2ccc(O)c3ccccc23)c1 was read as H37Rv inhibition 10%, VEEV TC-83 Vero 2.9%, PhoP GFP inhibition 4%, M. tuberculosis inconclusive and H1N1 NS1A inhibition -1%.
COC(=O)C1=C(C)N(Cc2ccco2)C(=O)/C1=C\c1ccc(N(C)C)cc1 was read as H37Rv inhibition 7%, VEEV TC-83 Vero 1.0%, PhoP GFP inhibition -7%, M. tuberculosis 4% and H1N1 NS1A inhibition 7%.
For O=C(O)Cc1ccc2ocnc2c1 the results were H37Rv inhibition -5%, VEEV TC-83 Vero 4.0%, PhoP GFP inhibition 6%, M. tuberculosis -21% and H1N1 NS1A inhibition 3%.
For CC1=C(C(=O)Nc2ccccc2)C(c2cccc([N+](=O)[O-])c2)Nc2nc3ccccc3n21 (stereo unspecified) the results were H37Rv inhibition 52%, VEEV TC-83 Vero inactive, PhoP GFP inhibition 8%, M. tuberculosis 16% and H1N1 NS1A inhibition 0%.
For CC(C)c1ccc(NC(=O)NCc2ccc(F)cc2)cc1 the results were H37Rv inhibition 8%, VEEV TC-83 Vero 0.5%, PhoP GFP inhibition -4%, M. tuberculosis 75% and H1N1 NS1A inhibition 2%.
`CCC1SC2=NCN(c3ccccc3)CN2C1=O` (stereo unspecified) gave H37Rv inhibition 6%, PhoP GFP inhibition 7% and M. tuberculosis 4%.
CSCC[C@H](NC(=O)Nc1ccc(C)cc1)C(=O)O was read as H37Rv inhibition -1%, VEEV TC-83 Vero 0.0%, PhoP GFP inhibition 2%, M. tuberculosis -4% and H1N1 NS1A inhibition 0%.
For COC(=O)c1cc(OC(=O)CCc2ccc(OC)c(OC)c2)cc(C(=O)OC)c1 the results were H37Rv inhibition -1%, VEEV TC-83 Vero 0.2%, PhoP GFP inhibition 5%, M. tuberculosis -1% and H1N1 NS1A inhibition 4%.
`CN(C(=O)COC(=O)C1=COCCO1)c1c(N)n(Cc2ccccc2)c(=O)[nH]c1=O` gave H37Rv inhibition -6%, VEEV TC-83 Vero 2.1%, PhoP GFP inhibition 3%, M. tuberculosis -7% and H1N1 NS1A inhibition -12%.
CCOc1cc(/C=N/NC(=O)c2cc(C)[nH]n2)ccc1OC(=O)c1ccc([N+](=O)[O-])cc1 was read as H37Rv inhibition 16%, PhoP GFP inhibition -3% and M. tuberculosis 17%.
Screening Cc1ccc(CSCC(=O)NCc2ccco2)cc1 returned H37Rv inhibition -2%, VEEV TC-83 Vero 1.4%, PhoP GFP inhibition 3%, M. tuberculosis 58% and H1N1 NS1A inhibition 13%.
For Cc1ccc(C(=O)NC2CC(=O)N(c3ccc4c(c3)OCCO4)C2)cc1[N+](=O)[O-] (stereo unspecified) the results were H37Rv inhibition -1%, VEEV TC-83 Vero 0.2%, PhoP GFP inhibition 0%, M. tuberculosis 1% and H1N1 NS1A inhibition 6%.
O=C(CN1CCCCC1)N1c2ccccc2CCc2ccccc21 was read as H37Rv inhibition 1%, VEEV TC-83 Vero inactive, PhoP GFP inhibition -4%, M. tuberculosis 9%, H1N1 NS1A inhibition 6% and VEEV TC-83 Vero 10K pilot screen 0.0.
CC(=O)OC1C(N2CCCCC2)c2c(ccc(/C=C/C(=O)N3CCCCC3)c2O)OC1(C)C (stereo unspecified) was read as H37Rv inhibition 9%, VEEV TC-83 Vero inactive, PhoP GFP inhibition -8%, M. tuberculosis 7% and H1N1 NS1A inhibition 0%.
For O=C1CN(C(=O)c2cccc(Br)c2)c2ccccc2N1 the results were H37Rv inhibition 5%, VEEV TC-83 Vero inactive, PhoP GFP inhibition 12% and H1N1 NS1A inhibition 4%.
For COc1cc2c(cc1OC)-c1cc(N3CCc4ccccc43)nc(=O)n1CC2 the results were H37Rv inhibition 2%, VEEV TC-83 Vero 1.1%, PhoP GFP inhibition 3%, M. tuberculosis -5% and H1N1 NS1A inhibition 0%.
`COC(=O)c1cc(OC)c(OC)cc1NC(=O)Nc1cccc(C(C)=O)c1` gave H37Rv inhibition -1%, VEEV TC-83 Vero 5.6%, PhoP GFP inhibition 4%, M. tuberculosis -7% and H1N1 NS1A inhibition -8%.
`CCCC(=O)NC(Nc1ccccc1F)C(Cl)(Cl)Cl` (stereo unspecified) gave H37Rv inhibition -4%, PhoP GFP inhibition 3% and M. tuberculosis -5%.
`O=S(=O)(N/N=C/c1ccc(Cl)cc1)c1ccc(Cc2ncc(C(F)(F)F)cc2Cl)s1` gave H37Rv inhibition -7%, VEEV TC-83 Vero 0.5%, PhoP GFP inhibition -5%, M. tuberculosis -5% and H1N1 NS1A inhibition 4%.
For COC(=O)[C@@]1(Cc2ccccc2)[C@H]2C(=O)N(Cc3ccccc3)C(=O)[C@H]2[C@H]2CN=C(SCc3ccc(C#N)cc3)N21 the results were VEEV TC-83 Vero 1.6% and H1N1 NS1A inhibition -6%.
